Screens (PubChem BioAssay)
POLK inh: qHTS for Inhibitors of Polymerase Kappa; DNA polymerase kappa (Homo sapiens), Q9UBT6; AID 588579, 2011; purified Pol kappa, fluorescent DNA synthesis assay, 10 min; Potency, µM (titrated, usually from 107 µM), without a hit: at the highest dose activity, negative = inhibition, usual class: inhibitors; actives 0.53% (n = 400,000); note: potency is the fitted concentration of half-maximal effect; % is set by controls: 0 for no effect and ±100 for the full control effect
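Readout: fluorescence, taken kinetically at 0 and 10 min. Conditions: 10 nM Pol kappa, 15 min RT compound preincubation, 50 nM substrate final. Controls: enzyme-free buffer wells.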
Apoferritin bind: qHTS Assay for Identification of Novel General Anesthetics. apoferritin/1-aminoanthracene competitive binding, fluorescence. Potency, µM (top dose mostly 77.5 µM), without a hit: at the highest dose activity change, negative = displacement, usual class: inhibitors. actives 0.074% (n = 350,000). AID 485281, 2010; note: potency is the fitted concentration of half-maximal effect; % is set by controls: 0 for no effect and ±100 for the full control effect; nearly all actives have a fitted effect of over 20% in size
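Concentration-response curves derived by four-parameter Hill fitting of normalized fluorescence, where compounds displaced 1-AMA from 10 uM horse apoferritin following a brief 10 min room-temperature incubation; propofol titration acted as positive control.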
APEX1 inh: qHTS Assay for Inhibitors of the Human Apurinic/apyrimidinic Endonuclease 1 (APE1); recombinant APE1, TAMRA/BHQ-2 abasic DNA cleavage fluorescence; Potency, µM (series often up to 65.8 µM), inactives show at the highest dose activity change, negative = inhibition, most hits filed as inhibitors; actives 0.35% (n = 350,000);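 note: potency is the fitted concentration of half-maximal effect; plate controls were vehicle for no effect and reference inhibitor for full effect; nearly all actives have a fitted effect of over 55% in size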
Target sequence (P27695 whole entry, looked up): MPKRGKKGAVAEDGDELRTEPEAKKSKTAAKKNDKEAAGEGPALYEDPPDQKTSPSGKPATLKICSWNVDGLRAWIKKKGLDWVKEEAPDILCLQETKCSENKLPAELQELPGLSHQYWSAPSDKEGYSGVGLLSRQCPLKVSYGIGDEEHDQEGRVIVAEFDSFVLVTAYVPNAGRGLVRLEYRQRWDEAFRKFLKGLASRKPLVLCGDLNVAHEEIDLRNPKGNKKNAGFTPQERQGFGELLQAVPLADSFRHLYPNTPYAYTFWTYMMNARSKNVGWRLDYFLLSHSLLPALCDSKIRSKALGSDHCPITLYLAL
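Measures dequenching upon AP-site incision of a 5'-TAMRA/3'-BHQ-2 THF-containing duplex, 50 nM; human APE1 0.75 nM after 15 min room-temperature exposure to compound; kinetic three-point read at one-minute spacing.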
BLM helicase inh: qHTS Assay for Inhibitors of Bloom's syndrome helicase (BLM); RecQ-like DNA helicase BLM (Homo sapiens), P54132; recombinant BLM DNA unwinding, fluorescence dequenching; Potency, µM (doses to about 56.1 µM), for the others: at the highest dose activity change, negative = inhibition, most hits filed as inhibitors; actives 0.2% (n = 350,000); AID 2528, 2010;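 note: potency is the fitted concentration of half-maximal effect; plate controls were vehicle for no effect and no enzyme for full effect; nearly all actives have a fitted effect of over 35% in size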
ALOX12 inh: Primary qHTS assay for inhibitors of human arachidonate 12S-lipoxygenase (ALOX12): Round 2 | Polyunsaturated fatty acid lipoxygenase ALOX12 (Homo sapiens), P18054 | purified 12hLO, xylenol orange hydroperoxide absorbance | AID 1671190, 2021 | actives 1.1% (n = 580,000) | Potency, µM (highest dose often 108 µM), without a hit: top-dose activity change, negative = inhibition, hits mostly inhibitors; note: potency is the fitted concentration of half-maximal effect; % is set by controls: 0 for no effect and ±100 for the full control effect
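Hydroperoxide product was detected by ferrous iron/xylenol orange as the 573 to 405 nm absorbance ratio. Arachidonic acid at 40 uM (final) was turned over for 30 min at room temperature by 150 nM human 12hLO, pH 7.0 Hepes buffer, after 15 min compound preincubation.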
ERG-DNA inh: qHTS for Small Molecule Inhibitors of the ERG Ets/DNA interaction; actives 0.028% (n = 370,000); fluorescence polarization, His-ERG Ets domain / labelled DNA; Potency, µM (top dose mostly 76.9 µM), for the others: top-dose FP activity, negative = inhibition, actives largely listed as inhibitors; AID 624246, 2012; Transcriptional regulator ERG (Homo sapiens), P11308; active = well fitted inhibition curve with a large enough effect in the polarisation, with a control signal flat; inconclusive = small, poorly fitted or top-dose-only effect, or effect the other way, or a change in a side signal; inactive = no such curve, though single readings can be large or run the other way; the % refers to the polarisation;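 note: polarization taken with two DNA probes labelled with fluorescein and Texas red; potency is the fitted concentration of half-maximal effect; % of control where 0% means no effect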
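His-tagged ERG Ets domain (1 uM in the protein solution; 300mM KCl, 50mM Tris-HCl, 1mM EDTA, 1mM DTT, pH 7.5) received compound, then a probe mix of 5 nM fluorescein-DNA and 100nM Texas-615-DNA. Fluorescence polarization was read for both dyes.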
Pol beta inh: qHTS Assay for Inhibitors of DNA Polymerase Beta; Pol beta primer extension/strand displacement, fluorescence kinetic; Potency, µM (top dose mostly 114 µM), for the others: at the highest dose activity change, negative = inhibition, most hits filed as inhibitors; actives 1.3% (n = 340,000); AID 485314, 2010; note: potency is the fitted concentration of half-maximal effect; % is set by controls: 0 for no effect and ±100 for the full control effect
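Human Pol beta at 10 nM; strand-displacement substrate 50 nM final. Compound exposure 15 min at room temperature before start, reaction 10 min at room temperature.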
Pol iota inh: qHTS for Inhibitors of Polymerase Iota. Pol iota fluorescent replication assay, 10 min. Potency, µM (series often up to 115 µM), without a hit: at the top dose activity, negative = inhibition, hits mostly inhibitors. actives 1% (n = 390,000); note: potency is the fitted concentration of half-maximal effect
Target sequence (Q9UNA4 whole entry, looked up): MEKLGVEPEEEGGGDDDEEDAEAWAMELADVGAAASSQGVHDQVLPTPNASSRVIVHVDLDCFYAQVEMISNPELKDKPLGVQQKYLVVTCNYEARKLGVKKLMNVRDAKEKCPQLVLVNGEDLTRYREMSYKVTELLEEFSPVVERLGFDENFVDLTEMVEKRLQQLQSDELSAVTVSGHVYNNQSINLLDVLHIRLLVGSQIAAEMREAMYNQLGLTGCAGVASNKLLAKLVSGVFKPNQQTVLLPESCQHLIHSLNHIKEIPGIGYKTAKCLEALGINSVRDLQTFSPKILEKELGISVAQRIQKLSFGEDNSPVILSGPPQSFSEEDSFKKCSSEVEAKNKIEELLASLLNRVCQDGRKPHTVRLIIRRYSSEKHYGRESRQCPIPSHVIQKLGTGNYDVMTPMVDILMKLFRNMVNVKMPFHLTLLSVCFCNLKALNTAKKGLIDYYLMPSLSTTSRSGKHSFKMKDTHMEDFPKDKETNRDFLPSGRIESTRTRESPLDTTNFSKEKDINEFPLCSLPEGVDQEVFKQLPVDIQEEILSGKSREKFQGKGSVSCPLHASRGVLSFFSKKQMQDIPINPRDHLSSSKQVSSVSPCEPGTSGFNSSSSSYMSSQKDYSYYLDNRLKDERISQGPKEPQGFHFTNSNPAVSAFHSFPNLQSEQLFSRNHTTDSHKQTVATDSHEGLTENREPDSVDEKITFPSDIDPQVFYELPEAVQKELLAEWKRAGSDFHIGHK
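Pol iota at 10 nM preincubated 15 min with compounds at room temperature; reaction started with fluorescent substrate, 50 nM final. Fluorescence read kinetically at 0 and 10 min; buffer-only wells as negative control.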
TRHR ag: qHTS for Small Molecule Agonists and Allosteric Enhancers of Human TRH Receptor: Primary Screen for Agonists | TRHR cells, calcium flux fluo-8, FDSS agonist mode | actives 0.18% (n = 360,000) | activation, % at 2 µM; in the data active = activation above about 30%; note: 0% is about no effect
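TRHR-expressing cells, plated overnight in medium with 10% serum, were loaded with fluo-8 calcium dye at room temperature. After a 10 s baseline, library compound was pin-added and calcium release was recorded kinetically (ex 480/em 530) as agonist response.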
* marks the source's active call; other numbers are inactive results; i = inactive; ? = inconclusive; · = no result given; & = joins results of further samples; [ ] = remark or other dose. Unless noted, calls come from the whole dose curve; as a rule, active = well fitted curve in the direction sought with a large enough effect; inconclusive = small, poorly fitted or top-dose-only effect, or another doubt; inactive = no such curve, though single readings can be large; an effect the other way counts as inactive or inconclusive. These rows are one share of the data (hit frequency here may not be typical).

| Compound | POLK inh | Apoferritin bind | ALOX12 inh | BLM helicase inh | TRHR ag | Pol iota inh | APEX1 inh | ERG-DNA inh | Pol beta inh |
| --- | --- | --- | --- | --- | --- | --- | --- | --- | --- |
| CSCCNCc1cn(-c2ccc(F)cc2F)nc1-c1ccccc1C | -1% | -19% | -4% | -1% | 2.8 | 160%[activator] | 2% | 2% | 7% |
| CC(c1cccnc1)N(CCN(C)C)C(=O)Nc1ccc(Cl)cc1 (configuration not stated) | 11% | -14% | 0%[57.4 µM] | 3% | 1.7 | 2% | -1% | -10% | 21% |
| O=C(CCN1N=C(c2ccccc2)CCC1=O)NCCCN1CCOCC1 | 0% | 0% | -3% | -1% | -0.5 | 30%[activator] | -14% | 2% | 3% |
| Cc1cc(NC(=O)c2cccn2-c2nnc(N3CCCCC3)s2)ccc1Br | -1% | 4% | -30% | -6% | 0.1 | ? | · | 1% | -12% |
| COc1ccc(-n2nnnc2SCC(=O)Nc2nc3c(s2)CCCC3)cc1 | -3% | -8% | -1% | -11% | 0.4 | ? | 1% | 2% | 2% |
| Nc1ncc(Br)cc1S(=O)(=O)NCCC(=O)Nc1cccc(Cl)c1 | -5%[60.1 µM] | -11% | -9% | -5% | 0.0 | 15% | -7% | · | 16% |
| COc1ccccc1C(=O)NCCN1CCN(c2ccccc2)CC1 | -14% | -8% | ? | 1% | -0.4 | 12% | 11% | 0% | ? |
| O=C(Nc1ccccc1)C1=C[C@H](c2csc3ccccc23)C[C@H](OCCCCO)O1 | -5% | -13% | ? | -5% | 0.5 | 12% | 3% | 0% | 16% |
| CCC(C)C(NC(=O)c1ccccc1NC(=O)c1ccco1)C(=O)NNC(=O)c1ccc(OC)cc1 (configuration not stated) | -11%[60.1 µM] | 1% | 13% | -13% | -1.0 | ? | ? | 11% | 7% |
| O=C(Nc1ccccc1C(=O)O)c1ccc(NC(=O)c2ccc(Br)o2)cc1 | -1% | -12% | 0% | -1% | -0.3 | 8% | 13% | 9% | ? |
| O=C(NC1CCCCC1)c1cc2nc(-c3ccco3)cc(C(F)(F)F)n2n1 | -12% | -4% | · | -2% | -0.2 | ? | 4% | -20% | -4% |
| NC(=O)c1cccnc1Sc1ccc(Cl)cc1 | 1% | 3% | -7% | -2% | -0.1 | 33%[activator] | -4% | -9% | 29% |
| O=C(Cn1cnc2ccccc21)N/N=C/c1ccccn1 | -2% | -9% | 93%[activator] | 1% | 0.4 | 2% | 6% | 0% | 21% |
| O=C(NCc1ccc(F)cc1)C(c1ccco1)N(C(=O)c1csnn1)C1CC1 (configuration not stated) | -3% | -4% | -1% | -3% | -0.2 | 2% | 31% | -5% | 10% |
| Cc1nn(C)c2c1c(C(F)(F)F)cc(=O)n2CC(=O)N1CCCCC1C (configuration not stated) | 0% | 0% | -22% | 1% | -0.4 | 4% | · | -7% | 2% |
| COC(=O)C1CC(=O)N(CCc2c[nH]c3ccccc23)C1 (configuration not stated) | -3% | -6% | 26% | 5% | -0.7 | 13% | -10% | 8% | 14% |
| CC1(C)CC(=O)C(=C2SCCCS2)C(=O)C1 | -16% | -6% | -2% | -2% | 0.4 | 7% | 20% | 3% | 65% |
| O=S(=O)(Nc1ccc(Cc2ccncc2)cc1)N1CCCC1 | -6% | -8% | -6% | -7% | 0.3 | ? | -1% | -5% | 24% |
| CS(=O)(=O)c1ccccc1C(=O)NCCC(c1ccccc1)c1ccccc1 | -12% | -10% | 21% | 0% | -0.9 | 10% | -5% | 4% | 26% |
| COc1ccc(CNC(=O)[C@H](C)[C@@H]2C[C@@]2(C)[C@@H](NC(=O)OCc2ccccc2)c2ccccc2)cc1OC | -43% | 8%&-8% | -8% | 2%&-7% | -0.6 | ? | -1%&-4% | 0% | 6% |
| COc1ccc(CCNC(=O)c2c(C)nn(CC(C)C)c2Cl)cc1 | -3% | -4% | ? | 0% | -2.5 | 0% | 4% | -8% | 20% |
| COc1cc(/C=N/NC(=O)c2cccnc2)ccc1OCC(=O)Nc1c(C)cc(C)cc1C | 1% | -7% | 0% | -3% | -0.4 | 22% | 7% | -5% | 0% |
| CCCNC(=O)C(NS(=O)(=O)c1ccc2c(c1)c(=O)n(C)c(=O)n2C)c1ccccc1 (configuration not stated) | 2% | -8% | 4% | 3% | -0.4 | -8% | -6% | 23% | 0% |
| CC(C)C(NS(=O)(=O)c1cccs1)C(=O)NCCCN1CCCCCC1 (configuration not stated) | -2% | -6% | i | -1% | 0.3 | ? | 2% | 13% | 42% |
| Cc1ccc(S(=O)(=O)N2CCOCC2)cc1NC(=O)COc1cccc(-n2cnnn2)c1 | -3% | · | 7% | · | 0.2 | 3% | 1% | -13%[15.4 µM] | · |

Among those listed so far, two contain an aryl thioether with sulfur outside any ring:
| Compound | POLK inh | Apoferritin bind | ALOX12 inh | BLM helicase inh | TRHR ag | Pol iota inh | APEX1 inh | ERG-DNA inh | Pol beta inh |
| --- | --- | --- | --- | --- | --- | --- | --- | --- | --- |
| COc1ccc(-n2nnnc2SCC(=O)Nc2nc3c(s2)CCCC3)cc1 | -3% | -8% | -1% | -11% | 0.4 | ? | 1% | 2% | 2% |
| NC(=O)c1cccnc1Sc1ccc(Cl)cc1 | 1% | 3% | -7% | -2% | -0.1 | 33%[activator] | -4% | -9% | 29% |

Next part.
| Compound | POLK inh | Apoferritin bind | ALOX12 inh | BLM helicase inh | TRHR ag | Pol iota inh | APEX1 inh | ERG-DNA inh | Pol beta inh |
| --- | --- | --- | --- | --- | --- | --- | --- | --- | --- |
| CCCN1C(=S)c2ccccc2C1c1ccccc1 (configuration not stated) | -17% | -15% | -27% | -15% | 1.6 | 21% | 4% | 3% | -25% |
| O=C(CCCn1c(SCC(=O)Nc2ccccc2Cl)nc2ccccc2c1=O)NCC1CCCO1 (configuration not stated) | -24% | -5% | 1% | 2% | -0.1 | -5% | -11% | -6% | -6% |
| COC(=O)C1=C(C)OC(N)=C(C#N)C1c1ccc(OC)c(OC)c1OC (configuration not stated) | -22% | -7% | -14% | -6% | 0.7 | 8% | 1% | -3% | 9% |
| COc1cc2cc(CN(Cc3cccs3)C(=S)Nc3ccc(C)cc3)c(=O)[nH]c2cc1OC | 0% | 234%[activator] | ? | -7% | 1.1 | 0% | 2% | 5% | 7% |
| Cc1ccnc(NC(=O)C(Cc2ccccc2)NC(=O)c2ccccc2)c1 (configuration not stated) | -1% | · | 3% | · | 5.1 | 15% | 11% | -17% | · |
| S=c1[nH]nc(COc2ccccc2)n1/N=C/C=C/c1ccco1 | ? | 7% | 0% | -24% | 0.1 | ? | ? | -1% | 20µM* |
| COc1ccccc1CCc1nnc(CCC(=O)NCC2CCCO2)o1 (configuration not stated) | -3% | 5% | 16% | 0% | 0.9 | 32%[activator] | 21% | -2% | 32% |
| O=C1NC(c2ccco2)Nc2ccccc21 (configuration not stated) | -7% | 53%[activator] | 0% | -3% | -1.2 | 7% | 1% | -1% | 20% |
| CCCCCCCCCC(=O)N1c2ccccc2NC(=O)C1CC(=O)Nc1ccc(C(=O)O)cc1 (configuration not stated) | -3% | -19% | -9% | 0% | -0.1 | 5% | -4% | 2% | -1% |
| Cc1ccc(-c2cc(C(F)(F)F)n3ncc(C(=O)N4CCN(C)CC4)c3n2)cc1 | 0% | -10% | 0% | 0% | -1.3 | -3% | -1% | 7% | 0% |
| COc1ccc(C(=O)N2CCC(c3nc4ccccc4o3)CC2)cc1 | 0% | 5% | ? | 1% | 0.5 | 21% | · | -2% | 20% |
| COc1ccccc1C(=O)N(c1ccc(C)cc1)S(=O)(=O)c1ccc(Cl)cc1 | 1% | -4% | -1% | -8% | -0.4 | 17% | · | 4% | -8% |
| COCCN(CC(=O)Nc1cccc(C)c1C)C(=O)Cn1cnc2ccccc2c1=O | 2% | · | -7% | · | 0.0 | 29% | 13% | 5% | · |
| COc1ccc(NC(=O)c2c(-c3ccc(C)cc3)nnc3ccccc23)cc1Cl | -14% | -8% | -14% | -3% | 0.6 | -11% | · | -2% | 0% |
| Cc1ccc(-c2nonc2NC(=O)c2ccc(F)cc2)cc1C | -4% | 2% | -3% | 1% | 0.0 | -10% | · | -1% | 14% |
| O=C(Nc1ccccc1C(=O)N1CCOCC1)c1ccc(Cl)cc1 | -13% | -3% | -10% | -4% | 0.5 | 4% | 8% | 4% | 16% |
| Cc1noc(NS(=O)(=O)c2ccc(N/C=C/C(=O)c3cccnc3)cc2)c1C | -9%[60.1 µM] | -11% | ? | 0% | -0.2 | -9% | -2% | · | 2% |
| CCOC(=O)c1c(NC(=O)CSc2nc(C)cc(C)c2C#N)sc(C(C)=O)c1C | -7% | -18% | 19% | -15% | 0.2 | ? | 22% | -10% | 20% |
| COc1ccccc1-c1csc(NC(=O)c2ccc(N3C(=O)CCC3=O)cc2)n1 | 4% | -2% | -10% | -7% | 0.3 | -16% | 14% | -2% | 1% |
| CC1NC(=O)N(C)[C@@H]2NC(=O)N(C)C(c3ccc([N+](=O)[O-])cc3)[C@@H]12 (some centres not stated) | ? | -2% | 12% | -3% | 0.7 | 26% | 13% | -15% | 14% |
| COc1ccc2oc(C(=O)OCC(=O)NCCc3ccc(S(N)(=O)=O)cc3)c(C)c2c1 | -6% | · | 412%[activator] | · | 0.3 | ? | 18% | -6% | · |
| O=C(Cn1nnc(-c2ccc3c(c2)OCO3)n1)NCc1ccco1 | -5% | -15% | -9% | -4% | 0.0 | ? | -7% | -1% | ? |
